Assay outcomes: PubChem, several laboratories
PLC-gamma1 inh – PLC-gamma1 (human) inhibition, primary screen. actives 0.84% (n = 370,000). AID 720700. inhibition, % at 12.2 µM. purified PLC-gamma1, fluorogenic substrate, fluorescence. P19174; in the data active = inhibition above about 9.5%
SMARCA2 act – activators of SMARCA2 function; MG213 cells, MMTV-luciferase reporter, dexamethasone, overnight; activation, % at 9.1 µM; actives 1% (n = 370,000); AID 652017; in the data active = activation above about 7.8%;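 note: 0% = vehicle wells and 100% = reference activator wells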
hgDAF-12 ag – hgDAF-12 agonism, primary luciferase screen; HEK293 GAL4-hgDAF12 UAS-luciferase reporter, agonist luminescence; normalized to butyrate control; activation, % at 6.8 µM; actives 1.8% (n = 370,000); AID 687014;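 active = activation above a cutoff set at the mean of all screened compounds plus 3 SD, cut at about 10% in these data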;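 note: 0% = DMSO wells and 100% = sodium butyrate wells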
hcDAF-12 act – activates DAF-12 receptor from parasite H. contortus; activation, % at 6.8 µM; HEK293 hcDAF-12 lit1-tk-luc reporter, luminescence; 0% DMSO, 100% Δ7-dafachronic acid; AID 652067; actives 1.4% (n = 370,000);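 active = activation above the mean of all tested compounds plus 3 SD, cut at about 5.5% in these data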;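 note: 100% = response to 3 µM Δ7-dafachronic acid high control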
MBD2 inh – inhibitors of human MBD2 binding to methylated oligonucleotide | actives 0.31% (n = 370,000) | TR-FRET | Q9UBB5 | inhibition, % at 4.4 µM | AID 686964; in the data active = inhibition above about 13%
DAX1 inh-1 – NR0B1 (DAX1) inhibition. P51843. HEK293 Gal4-DAX1 luciferase reporter, luminescence. inhibition, % at 6.75 µM. actives 0.99% (n = 340,000). AID 504766;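 active = inhibition above the mean over all tested compounds plus 3 SD, cut at about 4.2% in these data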;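 note: 0% = DAX1-transfected cells with DMSO and 100% = empty-vector control cells with DMSO; inhibition shows as a rise in luminescence from relieved DAX1 repression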
Target sequence (P51843 207-470 limits assumed): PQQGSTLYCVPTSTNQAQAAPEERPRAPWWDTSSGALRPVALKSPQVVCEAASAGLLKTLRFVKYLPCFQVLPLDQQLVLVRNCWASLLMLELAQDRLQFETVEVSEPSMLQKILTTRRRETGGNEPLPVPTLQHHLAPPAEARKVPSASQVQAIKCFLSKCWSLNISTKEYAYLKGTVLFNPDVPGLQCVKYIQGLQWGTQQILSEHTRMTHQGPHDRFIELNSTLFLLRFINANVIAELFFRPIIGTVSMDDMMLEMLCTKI
ADAM17 inh – inhibitors of human ADAM17; recombinant ADAM17, EDANS/DABCYL FRET peptide cleavage; P78536; inhibition, % at 6.95 µM; actives 0.83% (n = 370,000);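 active = inhibition above the mean of compounds lying between control limits plus 3 SD, set per campaign, cut at about 8.5% in these data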;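 note: 0% = DMSO-only wells as the low control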
Target sequence (P78536 215-824 limits assumed): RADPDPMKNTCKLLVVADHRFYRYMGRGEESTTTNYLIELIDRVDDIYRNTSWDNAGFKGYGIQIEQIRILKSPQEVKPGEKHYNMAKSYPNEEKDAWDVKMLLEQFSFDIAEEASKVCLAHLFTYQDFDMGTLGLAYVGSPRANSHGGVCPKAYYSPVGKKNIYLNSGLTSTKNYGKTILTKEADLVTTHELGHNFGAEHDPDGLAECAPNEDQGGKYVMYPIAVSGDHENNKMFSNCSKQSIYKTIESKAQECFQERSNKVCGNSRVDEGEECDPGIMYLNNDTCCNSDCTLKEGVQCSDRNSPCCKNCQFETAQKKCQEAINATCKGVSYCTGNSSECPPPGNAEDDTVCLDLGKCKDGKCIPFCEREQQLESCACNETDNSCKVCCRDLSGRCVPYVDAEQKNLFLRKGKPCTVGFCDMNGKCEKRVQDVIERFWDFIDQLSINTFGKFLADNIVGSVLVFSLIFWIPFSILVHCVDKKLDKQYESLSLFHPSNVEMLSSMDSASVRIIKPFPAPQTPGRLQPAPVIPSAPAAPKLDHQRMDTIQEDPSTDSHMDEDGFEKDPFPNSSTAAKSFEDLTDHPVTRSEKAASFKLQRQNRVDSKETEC
ssDAF12 agonist – activators of S. stercoralis DAF-12 nuclear receptor; HEK293 ssDAF-12/GRIP1 lit1-tk-luc reporter, luminescence; % of 3 µM dafachronic acid response; activation, % at 6.8 µM; actives 1% (n = 370,000); AID 652126;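 active = activation above the mean over all tested compounds plus 3 SD, cut at about 0.9% in these data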;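 note: 0% = DMSO-only wells and 100% = 3 µM delta7-dafachronic acid wells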
PLCb3 inh – inhibitors of human phospholipase C beta3; Q01970; Purified PLC-beta3, fluorogenic substrate, fluorescence; inhibition, % at 12.2 µM; actives 0.18% (n = 370,000); AID 720704; in the data active = inhibition above about 11%;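 note: 0% = median of compound wells on plate and 100% = full blocker control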
DAX1 inh-2 – blocks DAX1 repression of SF-1 activated StAR promoter. AID 652010. inhibition, % at 6.8 µM. actives 1.1% (n = 370,000). HEK293T StAR-luciferase reporter, SF-1/DAX-1 repression relief;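 active = inhibition above the mean over all tested compounds plus 3 SD, cut at about 3.6% in these data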;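 note: 0% = DAX-1 cells with DMSO and 100% = cells lacking DAX-1 with DMSO; higher inhibition means more luminescence from relief of DAX-1 repression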
NR1D1 modulator – Rev-erb alpha (human) modulation. actives 0.79% (n = 370,000). Rev-erbα–FITC-DNA binding, fluorescence polarization, 90 min. AID 1259318. activity, % at 10 µM;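 active = activity above about 14%, limit read from the data; passing the limit was not always enough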;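 note: 0% = DMSO wells with 35 nM protein and 100% = DMSO wells with 750 nM protein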
* hit, by the source's call; i = inactive; nt = no result given. The order is random; any-hit rate near 7.4%.

Compound,PLC-gamma1 inh,SMARCA2 act,hgDAF-12 ag,hcDAF-12 act,MBD2 inh,DAX1 inh-1,ADAM17 inh,ssDAF12 agonist,PLCb3 inh,DAX1 inh-2,NR1D1 modulator
Nc1ncc(Br)cc1S(=O)(=O)NC1CCCCC1,1,-3,-2.7,-0.2,3,0.1,-13,-1.1,-10,-0.3,-1
NC(=O)COc1ccc(C(=O)/C=C2/C(=O)Nc3ccccc32)cc1,-4,0,1.3,3.3,-2,-1.0,-4,-0.3,-6,-0.6,-3
Cc1ccc(S(=O)(=O)NCCCCCC(=O)Nc2cccc(C)c2)cc1,4,-1,0.1,-2.2,1,0.7,2,-1.8,4,-0.8,1
CCOC(=O)c1ccc(NC(=S)N2CCCC(C(=O)OCC)C2)cc1 (stereo unspecified),-49,-4,1.0,-2.1,0,-1.2,-4,-1.0,1,-0.2,2
Cc1cccc(CSc2ccc3nnc(-c4cccs4)n3n2)c1,3,0,2.1,-1.4,3,1.9,2,-0.9,-2,0.3,7
Cc1cc(C(=O)CSc2nc3ccccc3[nH]2)c(C)n1C,-2,5,11*,5.5,0,0.5,-2,1.1*,-5,3.7*,-3
Cc1ccc(NC(=O)C2=C(C(=O)O)CCCC2)cc1Br,6,4,-1.7,-0.2,-6,-0.6,0,-0.7,-6,-0.1,1
CSc1ccccc1C(=O)Nc1cccc([N+](=O)[O-])c1,-1,-4,1.6,0.0,3,0.5,-3,-1.9,-1,-0.7,2
CC(C)NC(=O)CN(Cc1ccccc1)S(=O)(=O)c1ccccc1,2,-1,-0.4,-0.9,0,0.9,-2,-1.9,4,0.0,3
CC(C)(C)c1ccc(OCC(O)CS(=O)(=O)c2ccccn2)cc1 (stereo unspecified),0,0,1.3,-0.7,4,0.8,-1,-1.2,2,0.6,-3
CC1=C(C(=O)N2CCOCC2)CC(CC(=O)NC(c2ccccc2)c2ccccc2)C(=O)N1CCC1=CCCCC1 (stereo unspecified),3,-5,-1.3,-0.6,7,nt,-2,-1.3,3,-1.4,-8
CC(C)(C)OC(=O)N1CCC[C@@H]1C(=O)NCc1ccccc1,4,-1,0.6,-1.1,-3,nt,3,-0.2,10,-1.0,-3
CN(C)c1ccc(CC(=O)N2CCCCC2c2cc(C(=O)Nc3cccc(C#N)c3)no2)cc1 (stereo unspecified),2,-4,0.7,-2.1,1,nt,3,-1.5,1,-0.3,9
O=c1oc2ccccc2cc1-c1csc(NN=C2CCCC2)n1,-218,-2,7.8,-0.4,0,-0.5,-21,-1.2,-267,1.8,1
Cc1cc(C)c(S(=O)(=O)N2CCN(C(=O)c3c(C)noc3C)CC2)c(C)c1,1,-1,-0.3,0.5,1,-0.9,-3,-1.3,-9,-1.6,9
COCCCNC(=S)NNC(=O)c1cc(C2CC2)nc2ccccc12,-6,-2,0.9,2.5,-6,0.2,-5,-1.1,-12,-1.3,-5
COc1ccccc1C(=O)NCCC(=O)Nc1ccc(S(=O)(=O)N2CC(C)CC(C)C2)cc1 (stereo unspecified),6,-3,-3.4,-1.4,-2,-0.5,9.6*,-0.8,0,-1.2,5
O=C(O)c1ccc(-c2nnc(-c3cccc(Br)c3)o2)cc1,0,1,4.0,1.9,-1,0.3,-1,-0.7,3,0.7,0
Cc1c(CC(=O)N[C@@H](C)C(=O)O)c(=O)oc2cc3c(cc12)CCC(C)(C)O3,-147,-1,1.5,-0.3,1,-1.2,i,-0.7,-216,-0.1,5
CC(C)OCCCN(CC(O)c1ccccc1)CC(O)c1ccccc1 (stereo unspecified),-2,4,1.8,-1.5,-3,-0.9,2,-0.8,0,0.1,6
Cn1c(N)c(C(=O)COC(=O)CNS(=O)(=O)c2cccc(Cl)c2)c(=O)n(C)c1=O,3,4,0.4,-0.3,-3,-1.0,1,-1.7,4,-0.8,7
Cc1cc(C(=O)N/N=C/c2ccc(-c3cccc(Cl)c3Cl)o2)n[nH]1,0,-1,0.2,-0.6,0,-0.1,-2,-0.6,-2,0.4,-3
COc1ccc(-n2c(Cc3cc(=O)[nH]c(=O)[nH]3)nnc2SCC(=O)Nc2ccccc2)cc1,1,0,-1.7,-2.8,3,3.0,-7,-0.8,-3,1.8,-2
COc1ccc(CN2CCCCCC2)cc1,-2,-2,2.1,-1.3,2,-1.9,-1,-1.5,-7,0.2,2
CCCn1nc(Oc2nc(NC(C)C)nc(N(C)C)n2)ccc1=O,6,1,0.7,0.5,-4,-0.5,3,-0.8,6,0.6,0
CN1OC[C@@H]2CN(Cc3ccc(Cl)cc3)[C@H](c3cccc(Br)c3)C[C@@H]21,3,-3,3.1,-1.0,3,0.3,0,-1.4,0,-0.5,3
Cc1cc2n(n1)C(c1ccc3c(c1)OCO3)Nc1c(C)cccc1-2 (stereo unspecified),-34,-3,-2.4,-1.8,3,-0.2,-47,-1.3,-40,-0.6,10
Cc1cc(C(=O)COC(=O)C23CC4CC(CC(O)(C4)C2)C3)c(C)n1-c1c(C)n(C)n(-c2ccccc2)c1=O,4,-1,0.1,-0.5,-2,-0.2,-3,-1.2,4,0.3,3
O=C(NCCc1c[nH]c2ccccc12)C(=O)NCC(c1ccco1)N1CCN(c2ccc(F)cc2)CC1 (stereo unspecified),-1,-1,-0.5,0.1,-5,1.1,0,-0.8,3,0.0,-5
O=C(Cc1ccccc1)NCCCNC(=O)Cc1ccccc1,4,1,-0.2,-1.5,-1,0.7,-4,-1.0,-1,0.6,-4

With a hit mark in ADAM17 inh, of those listed so far:
structure	PLC-gamma1 inh	SMARCA2 act	hcDAF-12 act	MBD2 inh	DAX1 inh-1	ADAM17 inh	ssDAF12 agonist	PLCb3 inh	DAX1 inh-2	NR1D1 modulator
COc1ccccc1C(=O)NCCC(=O)Nc1ccc(S(=O)(=O)N2CC(C)CC(C)C2)cc1 (stereo unspecified)	6	-3	-1.4	-2	-0.5	9.6*	-0.8	0	-1.2	5

New compounds follow
Compound,PLC-gamma1 inh,SMARCA2 act,hgDAF-12 ag,hcDAF-12 act,MBD2 inh,DAX1 inh-1,ADAM17 inh,ssDAF12 agonist,PLCb3 inh,DAX1 inh-2,NR1D1 modulator
CCOc1cc(C)c(S(=O)(=O)NC2CCCCC2)cc1C,0,0,-1.2,-3.2,-6,-2.1,2,-0.8,0,-0.2,-5
COCCN1Cc2cc3cc(C)ccc3nc2SC1=Nc1cccc(OC)c1,-5,-2,-1.1,-0.1,6,2.6,-6,-0.5,-24,-0.7,2
COc1cccc(C(=O)NCC2(c3ccc(OC)c(OC)c3)CCCC2)c1,0,1,-0.8,-2.6,-4,-0.8,-3,-1.7,-3,-0.3,1
O=C(NN1C(=O)c2ccccc2NC1c1ccccc1OCc1ccccc1)c1ccncc1 (stereo unspecified),-5,1,0.2,-1.5,-1,-0.3,-4,-1.9,-4,-0.1,3
O=C1NC(=Nc2ccccc2Cl)SC1(CO)CO,8,-3,-1.9,-0.8,-6,1.6,5,-1.3,1,0.2,1
Nc1nc(Sc2ccc(C(F)(F)F)cc2[N+](=O)[O-])n[nH]1,3,-3,1.5,1.9,3,-0.8,-1,-0.6,3,-0.4,-3
Cc1[nH]c(=O)[nH]c(=O)c1C=CC(=O)NC(CO)CS(=O)Cc1ccccc1 (stereo unspecified),2,1,0.4,1.6,0,0.0,-5,-1.3,1,0.1,8
CCCNC(=O)C1CCN(S(=O)(=O)c2cccc3nonc23)CC1,-4,-2,-0.7,-0.1,-3,-0.2,-2,-1.4,-4,0.1,0
C=CCN1[C@@H](C)[C@@H](c2ccccc2)Oc2c(Cl)cccc2S1(=O)=O,4,6,2.9,0.5,-4,nt,4,-1.1,1,-0.8,2
Cc1cc(C)c2cc(CN(CCN3CCCC3)C(=O)Nc3ccc(F)cc3)c(=O)[nH]c2c1,-9,-1,-2.3,-0.3,6,1.1,-7,-1.1,-15,0.1,2
CCc1nc(SCC(=O)O)c(C#N)c2c1CCCC2,-1,-2,0.2,0.8,3,0.7,5,-1.4,-7,1.0,3
CC(=O)N1CCc2cc(S(=O)(=O)NCCC(=O)NC3CCCc4ccccc43)ccc21 (stereo unspecified),2,-4,-1.7,0.0,2,0.3,-1,-1.1,-3,-0.9,6
O=C(Nc1nc(-c2ccc(F)c(F)c2)cs1)c1ccc(OCC2CCCO2)cc1 (stereo unspecified),2,-4,-1.5,-1.3,-1,-1.5,1,-1.0,2,-0.2,6
CCn1c(CNS(=O)(=O)c2ccc(Br)cc2)n[nH]c1=S,-1,-2,-1.8,-1.3,2,0.0,-3,-1.3,-1,-0.1,-2
COc1ccc(NC(=O)C23CCC(C)(C(=O)C2)C3(C)C)cc1 (stereo unspecified),6,-1,-0.7,-1.7,-4,0.7,3,-0.8,5,0.6,4
COc1ccc(C(=O)OCC(=O)NC2CC2)cc1S(=O)(=O)N1CCOCC1,9.6*,-1,1.5,0.2,5,1.3,0,0.1,6,-0.3,5
O=C(NNc1nc(N2CCOCC2)nc(N2CCOCC2)n1)Nc1ccc(Cl)cc1,-3,-4,-1.0,-1.6,4,nt,4,-0.7,-2,-0.1,2
COc1ccccc1NC(=O)C1CCN(c2ncnc3c2nc2n3CCCCC2)CC1,-1,-2,0.0,-3.0,4,-0.4,-4,-0.8,-1,-1.2,0
Cc1ccc(-c2csc3ncnc(Nc4ccc(C(=O)O)cc4)c23)cc1,1,-3,1.0,-0.8,4,1.3,-2,-1.5,-9,0.2,6
CSCCC(c1nnnn1C(C)(C)C)N1CCN(C/C=C/c2ccccc2)CC1 (stereo unspecified),7,-5,2.8,0.6,1,nt,9,-1.4,8,0.6,-1
O=[N+]([O-])c1ccc(C[n+]2cccc3ccccc32)cc1,-6,-3,0.9,1.5,-9,-0.1,0,0.2,-15,0.0,5
COc1ccc(-c2cc(-c3ccccc3)nc(-c3ccc4c(c3)NC(=O)CO4)c2)cc1,1,4,2.5,-1.5,-3,0.4,0,-0.8,2,0.8,3
CC1CC(C)CN(C(=O)Cn2c(=O)n(CCCCC(=O)NC3CCCC3)c(=O)c3ccccc32)C1 (stereo unspecified),1,1,-0.8,-1.5,4,0.8,0,-1.0,5,0.3,-5
O=C1/C(=C/c2ccc(F)cc2)SC(=S)N1N1CCOCC1,1,1,-1.7,-2.0,4,0.6,-2,-0.2,-5,-0.6,1
COc1ccccc1CN(CC(=O)NCc1ccc(F)cc1)C(=O)c1csnn1,2,-2,-0.6,-1.2,-3,2.5,-3,-1.2,-2,0.2,3
O=C(Nc1cccc2ccccc12)N1CC=C(c2ccccc2)CC1,-63,-2,2.9,1.4,8,-0.3,-46,-0.8,-72,-0.7,5
Cc1cccc(Nc2nc(N)c([N+](=O)[O-])c(N3CCC(C)CC3)n2)c1,3,0,-5.6,-3.8,0,-2.5,6,-1.8,5,-1.6,-6
CNC(=O)c1ccsc1NC(=O)c1sc2ccccc2c1Cl,-41,11*,3.9,1.6,0,1.0,-3,-0.8,-56,-1.3,96*
C=CCn1c(=O)/c(=C/c2ccc(C)o2)s/c1=C(/C#N)C(=O)c1ccccc1,-21,-2,-1.1,-0.4,-4,-0.3,-2,-0.9,-23,0.8,-4
